FBPA Giardia inh – blocks Giardia fructose-bisphosphate aldolase activity; purified Giardia FBPA; Potency, µM (series often up to 59.6 µM), for inactives: at the highest dose activity, negative = inhibition, usual class: inhibitors; actives 0.71% (n = 290,000); further: potency means the concentration at half of the fitted maximal effect; on the % scale 0 is the no-effect control and ±100 the full control effect; nearly all actives have a fitted effect of over 55% in size
Target sequence (A8B2U2 whole entry, looked up): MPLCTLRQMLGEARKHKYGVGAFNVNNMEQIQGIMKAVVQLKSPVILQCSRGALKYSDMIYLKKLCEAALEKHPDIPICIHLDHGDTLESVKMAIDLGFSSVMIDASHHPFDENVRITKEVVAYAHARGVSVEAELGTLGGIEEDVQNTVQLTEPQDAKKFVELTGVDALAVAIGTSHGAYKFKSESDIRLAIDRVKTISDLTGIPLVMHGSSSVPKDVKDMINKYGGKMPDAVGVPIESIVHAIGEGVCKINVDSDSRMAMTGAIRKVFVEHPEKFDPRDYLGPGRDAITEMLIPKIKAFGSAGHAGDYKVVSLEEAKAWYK
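40 nM FBPA preincubated 10 min at RT with compound (up to 57.5 uM final), then substrate plus GAPDH/TPI/NAD/arsenate coupling and diaphorase/resazurin added. Fluorescence read after 20 min at RT, 525/598 nm.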
Pf growth 48h – inhibits P. falciparum growth in the first generation, 48 h. Potency, µM (series often up to 28.7 µM), for inactives: top-dose activity change, negative = inhibition, usual class: inhibitors. actives 5.9% (n = 310,000). P. falciparum luciferase growth in erythrocytes, 48 h; further: potency means the concentration at half of the fitted maximal effect; on the % scale 0 is the no-effect control and ±100 the full control effect
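Erythrocytes infected with P. falciparum carrying an integrated firefly luciferase reporter (2% hematocrit, 0.1% parasitemia final) were exposed to compounds in RPMI 1640 with 0.5% Albumax at 37 C, 5% CO2. Growth inhibition was scored as reduced luminescence.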
HCV inhibitor – HCV inhibition; actives 3.4% (n = 340,000); Huh7.5.1 HCVcc-Cre infection, luciferase reporter, 44 h; AID 651820; Potency, µM (series often up to 41.8 µM), for inactives: at the top dose activity change, negative = inhibition, usual class: inhibitors; further: potency means the concentration at half of the fitted maximal effect; on the % scale 0 is the no-effect control and ±100 the full control effect
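Luciferase read-out (15 sec integration) after a 15 min room-temperature substrate step quantifies HCVcc-Cre infection. Cells, 1,000 per well, had compound added 4 h post-plating, then virus at ~0.5 moi, and were cultured 44 h.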
Shiga inhibitor – inhibitors of Shiga toxin in Vero cells; Vero cells, Shiga toxin protein synthesis inhibition reporter; inhibition, % at 38.7 µM; actives 9.2% (n = 290,000); in the data active means inhibition mostly above about 28%, no sharp cut-off; inactive means mostly below about 43%; further: 0% is about no effect
CHX counter – counter-screen for Shiga toxin inhibitors: cycloheximide protein synthesis inhibition. cell reporter, cycloheximide protein synthesis inhibition counterscreen. max response, %. actives 12% (n = 300,000). AID 2314; in the data active means max response mostly above about 13%, no sharp cut-off; inactive means mostly below about 14%; further: read at 38.3 µM for the half of the compounds with a filed dose; 0% is about no effect
Pf growth 96h – P. falciparum growth inhibition at 96 hours; AID 504834; Potency, µM (highest dose often 28.7 µM), inactives show at the top dose activity change, negative = inhibition, hits mostly inhibitors; actives 6.9% (n = 320,000); P. falciparum luciferase reporter growth, 96 h; further: potency means the concentration at half of the fitted maximal effect; on the % scale 0 is the no-effect control and ±100 the full control effect
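Cell-based qHTS: luciferase-tagged P. falciparum in erythrocytes (2% hematocrit, 0.05% parasitemia final) incubated with compounds for 96 hours, 37 C, 5% CO2; luciferase detection reagent then added and luminescence measured.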
Starred values were filed as active, the others as inactive; ? = inconclusive; . = not tested or not shown; & = joins results of further samples; [ ] = remark or other dose. Unless noted, the call rests on the fitted dose curve; in most records, active means well fitted curve in the direction sought with a large enough effect; inconclusive means small, poorly fitted or top-dose-only effect, or another doubt; inactive means no such curve, though single readings can be large; an effect the other way counts as inactive or inconclusive.

entry	compound	Shiga inhibitor	HCV inhibitor	Pf growth 48h	FBPA Giardia inh	CHX counter	Pf growth 96h
1	O=C1SCCC1NS(=O)(=O)c1ccccc1[N+](=O)[O-] (stereo not drawn)	-13	?	-2%	-2%	12	22%
2	COc1ccc(-c2nnc(NC(=O)c3cccs3)s2)c(OC)c1	1	16%	78%[activator]	-1%	10	45%[activator]
3	O=C(Nc1ccc(Cl)c(Cl)c1)N1N=CCC1c1ccccc1 (stereo not drawn)	2	10µM*	-1%	-16%	12	?
4	CCSc1ccc([C@@H]2[C@H]3C(=O)N(CC)C(=O)[C@H]3[C@]3(C(=O)OC)CCCCN23)cc1	.	4%	4.1µM*	.	.	4.7µM*
5	COc1ccc(C(C(=O)NC(C)(C)C)N(C(=O)CCC(=O)Nc2cc(C)on2)c2c(C)cccc2C)cc1 (stereo not drawn)	3	?	?	-2%	-2	4%
6	COc1ccccc1/C=C/C(=O)OCC(=O)N1CCN(S(=O)(=O)c2ccc(C)cc2C)CC1	.	?	?	.	.	-31%
7	COC(=O)c1sccc1NC(=O)CSc1ccccc1NS(=O)(=O)c1ccccc1Cl	8	9%	-24%	5%	1	7%
8	COc1cc(/C=N\NC(=O)c2ccc(-c3ccccc3)cc2)ccc1OCC(N)=O	1	?	-7%	-1%	-2	-6%
9	COc1ccccc1NS(=O)(=O)c1ccc(C)c(C(=O)NCC2CCCO2)c1 (stereo not drawn)	5	9%	-20%	2%	1	-10%
10	COc1cc(NC(=O)c2ccc(F)cc2)c(OC)cc1NC(=O)CN1CCOCC1	-23	?	-22%	-18%	-1	-21%
11	Cc1ccc(S(=O)(=O)N(C)C)cc1NC(=O)COC(=O)/C=C/c1ccc(F)cc1	.	6%	8%	.	.	12%
12	COc1cc(C(=O)Nc2ccc(OCC(=O)O)cc2)cc(OC)c1OC	-13	9%	7%	3%	-4	.
13	CCCCC/C=C/C=C1/C(=O)C=C[C@@H]1C/C=C\CCCC(=O)O	3	.	.	-5%&2%	13	.
14	Cc1ccc(-c2nc3ccccc3[nH]2)cc1NC(=O)c1ccc2c(c1)OCO2	91	11µM*	?	1%	14*	?
15	CNC(=O)COC(=O)[C@@H](Nc1ccc(S(=O)(=O)N2CCOCC2)cc1[N+](=O)[O-])C(C)C	-7	?	-3%	5%	7	0%
16	NCCNCCN	91*	.	.	18µM*	43*	.
17	CCCc1ccc2oc(C(=O)N3CCN(CC(=O)NC(C)C)CC3)c(C)c2c1	11	-18%	?	2%	10	180%[activator]
18	Cc1cc(C)c(-c2csc(NC(=O)c3cc([N+](=O)[O-])ccc3N3CCOCC3)n2)c(C)c1	-7	?	?	2%	-5	?
19	O=C(O)c1cccc(-n2cccc2/C=C/[N+](=O)[O-])c1	-8	7%	21%	?	12	4%
20	CCOC(=O)c1cc2c(OC)ccc(OC)c2n1CC(=O)c1ccccc1	4	-15%	?	-5%	5	?
21	Clc1ccsc1-c1csc(-c2cccnc2)n1	35	14µM*	.	0%	33*	?
22	O=C(CSCc1ccc(C(=O)O)cc1)Nc1ccc2ccccc2c1	-3	12%	-3%	2%	2	24%
23	O=S(=O)(c1cnccc1N1CCN(/N=C/c2ccc(Cl)cc2)CC1)N1CCCCC1	-6	16%	4%	0%	-2	.
24	O=C(NCc1nc2ccccc2[nH]1)C1=C[C@H](C2CCCCC2)C[C@H](OCc2ccc(CO)cc2)O1	-6	-28%	?	0%	5	?
25	O=C1CC(c2ccccc2)CN1C(=O)c1ccccc1 (stereo not drawn)	38	-9%	15%	13%	16*	0%
26	COc1ccc(N(CC(=O)NC2CCCCC2)C(=O)CNC(=O)c2cccs2)cc1OC	-5	8%	-10%	-4%	-3	27%
27	COc1ccc(Br)cc1S(=O)(=O)NCc1ccccn1	-14	3%	-2%	-4%	-1	?
28	C=CCSc1nc(N(CC)CC)c2sccc2n1	15	-20%	?	1%	1	43%[activator]
29	COc1ccc(CCN=C(N)NS(=O)(=O)c2ccc3ccccc3c2)cc1	-5	-22%	13%	4%	-1	-1%
30	CCc1ccc(NC(=O)COc2ccc3c(c2)OCO3)cc1	42*	-14%	28%	.	31*	-12%

Next part
entry	compound	Shiga inhibitor	HCV inhibitor	Pf growth 48h	FBPA Giardia inh	CHX counter	Pf growth 96h
31	N#Cc1ccc(C[C@H](C(=O)O)N2C(=O)c3ccc(C(=O)O)cc3C2=O)cc1	-3	.	6%	7%	-6	2%
32	O=C(NC1c2ccccc2-c2ccccc21)c1ccccc1	-14	23%	20%	1%	-1	-12%
33	Cc1ccc(C(=O)N/N=C/c2ccc3c(c2)OCO3)o1	60*	1%	108%[activator]	-7%	63*	-18%
34	Cc1cc(OCC(=O)Nc2cccc(S(=O)(=O)NC3=NCCCCC3)c2)ccc1Cl	-15	?	-1%	0%	-1	?
35	COC(=O)CCCCC1SCC(NC(=O)c2ccccc2)C1Cl (stereo not drawn)	-8	16%	44%[activator]	-4%	0	1%
36	Oc1c(Br)cc(Br)c(/C=N/n2c(-c3ccccc3)n[nH]c2=S)c1Br	-11	13%	5%	18%	0	10%
37	Cc1nonc1C(=O)N/N=C/c1cccc(O)c1	65*	1%	-15%	0%	54*	2.1µM*
38	N#CCCN(C(=O)COC(=O)C1CCN(S(=O)(=O)c2ccc3c(c2)OCCO3)CC1)c1ccccc1	.	7%	?	.	.	?
39	NS(=O)(=O)c1ccc(CCNC(=O)COC(=O)c2nc(Cl)ccc2Cl)cc1	.	16%	-13%	.	.	-14%
40	Cc1cccc(Nc2nnc(-c3ccc(N4CCOCC4)c([N+](=O)[O-])c3)c3ccccc23)c1	-5	14µM*	12µM*	-4%	-2	?
41	Cc1c(N=Nc2c(O)n(Cc3ccccc3)c(=O)[nH]c2=O)c(=O)n(-c2ccccc2)n1C	14	?	?	8%	-4	?
42	COc1ccc(C(C)(C)C)cc1NC(=O)CNc1cccc2ccccc12	-1	?	-29%	-11%	-1	-20%
43	Cc1cc([N+](=O)[O-])nn1CC(=O)N1CCOCC1	2	23%	-14%[5.75 µM]	-5%	-2	0%
44	COc1ccc(CCNC(=O)NC2CCCCC2)cc1	18	3%	10%	0%	11	1%
45	CC(C)NC(=O)C1CCN(C2CCN(C(=O)/C=C/c3cccs3)CC2)CC1	-10	14%	4%	1%	2	13%
46	CCOC(=O)NN1C(=O)c2ccccc2NC1c1ccc(OC)c(OC)c1 (stereo not drawn)	-9	12%	-4%	6%	-1	?
47	COc1cccc(N2CC(NC(=O)C(=O)c3c(C)[nH]c4ccccc34)CC2=O)c1 (stereo not drawn)	.	-23%	?	.	.	0%
48	CC1CN(C(=O)c2cn3ccccc3n2)CC(C)O1 (stereo not drawn)	-4	27%	45%[activator]	-11%	-1	41%[activator]
49	CCCCNC(=O)c1nnn(-c2ccccc2)c1N	49*	17%	176%[activator]	-3%	27*	?
50	CC(=O)c1cc(-c2ccccc2)n(CC(=O)Nc2cccc(C)c2C)c1C	-1	?	6%	0%	-6	0%
51	NC(=O)c1ccsc1NC(=O)COC(=O)c1c(F)cccc1Cl	.	-24%	133%[activator]	.	.	61%[activator]
52	C#CCn1c(=NC(=O)c2cc(-c3cccs3)nc3ccccc23)sc2cc(S(N)(=O)=O)ccc21	-12	3%	-18%	2%	-3	-2%
53	CCOc1ccc(C(=O)Nc2ccc(NC(=O)c3ccco3)c(Cl)c2)cc1Br	-4	-16%	-6%	1%	-3	28%
54	CC(=O)Nc1ccc(N2C(=O)CSC2c2ccccc2[N+](=O)[O-])cc1 (stereo not drawn)	43	-5%	?	8%	6	26%
55	Cc1ccc(Nc2nc(-c3ccc(C)cc3)c(CC(=O)O)s2)cc1	79	7%	17%	-20%	14*	0%
56	N/C(=N\OC(=O)c1ccc(Cl)cc1)c1ccccn1	33	?	-58%	1%	7	-138%
57	CCOC(=O)c1sc(NC(=O)C2CCC2)cc1C	116*	?	37%[activator]	-10%	28*	?
58	CCOC(=O)CSc1nc(-c2ccccn2)ncc1OC	-7	?	0%	?	-2	?
59	COc1cccc(C2(O)CCN(C(=O)Cc3cccnc3)CC2)c1	27	17%	2%	.	-4	15%
60	O=CNc1ccccc1	.	-8%	2%	.	.	30%

Other structures follow:
entry	compound	Shiga inhibitor	HCV inhibitor	Pf growth 48h	FBPA Giardia inh	CHX counter	Pf growth 96h
61	S=c1[nH]c2ncccc2o1	14	6%	-7%	?	2	2.1µM*
62	CCOc1ccc(S(=O)(=O)NN)cc1	-23	-2%	3%	2%	-3	.
63	CCN(CC)CCNc1cc(C)nc2c1C(=O)C(=O)C=C2N1CCCCC1	-16	?	?	2µM*	-2	29%
64	O=C(Cc1ccccc1[N+](=O)[O-])NCCc1ccc(F)cc1	3	-5%	3%	-3%	1	36%[activator]
65	O=C(NCCN1CCN(c2ccccc2)CC1)C1CCN(S(=O)(=O)c2cccc3nsnc23)CC1	6	-7%	12%	4%	-2	-14%
66	COc1ccc(-c2noc(CNC(=O)CCCN3C(=O)[C@H]4CC=CC[C@H]4C3=O)n2)cc1	15	-10%	6%	15%	18*	-36%
67	CC1(C)C(=O)C2(CCCCC2)C(=O)OC1c1cccn1-c1ccc([N+](=O)[O-])cc1 (stereo not drawn)	-10	2%	25%	3%	-2	55%
68	O=C(NC(=S)Nc1ccc(N2CCCCC2)cc1)c1cccs1	79*	-28%	?	-5%	52*	?
69	Oc1[nH]c2ccccc2c1N=Nc1ccccc1	104*	26%	113%[activator]	4%	44*	165%[activator]
70	O=C(N/N=C/C=C/c1ccc2c(c1)OCO2)C(O)c1ccccc1 (stereo not drawn)	47*	-4%	2%	0%	11	25%
71	Cc1ccnc2c1ccc1c(C)ccnc12	.	5.6µM*	2.6µM*	.	.	4.7µM*
72	COc1cc2c(cc1OC)CN(CC(=O)Nc1cccc([N+](=O)[O-])c1)CC2	-16	3%	-20%	-21%	-5	-23%
73	CC(CCC(=O)O)(c1ccc(O)cc1)c1ccc(O)cc1	.	15%	39%[activator]	.	.	38%[activator]
74	COc1ccccc1CN1CCN(C(=O)COc2ccc3ccccc3c2)CC1	-1	-27%	12%	20µM*	13	-1%
75	O=C1CN(C(=O)COC(=O)C23CC4CC(CC(O)(C4)C2)C3)c2ccccc2N1	8	-2%	-1%	3%	-2	14%
76	CCNC(=S)NCc1ccc2c(c1)OCO2	-9	-1%	15%	4%	-4	?
77	CN(C)CCOc1nc(-c2ccccc2)nc2c1oc1ccccc12	-8	?	9.3µM*	0%	2	10µM*
78	COc1ccc(CN2CCC(C)CC2)cc1OCc1ccccc1	1	-3%	?	4%	0	6%
79	NC(=O)[C@@H]1CCCNc2c(I)cc([N+](=O)[O-])cc2C(=O)N[C@@H](CO)C(=O)N[C@@H](Cc2ccc(O)cc2)C(=O)N1	-21	15%	15%	-3%	-4	-2%
80	O=S(=O)(c1ccc(F)cc1)N1CCN(Cc2ccccc2C(F)(F)F)CC1	19	13%	-6%	7%	-2	.
81	COCCNC(=O)N1[C@H]2CC[C@@H]1C(C(=O)OC)=C(c1ccc(-c3ccccc3)c(F)c1)C2	.	3.2µM*	?	.	.	?
82	O=C(COC(=O)c1cccc(-n2cnnn2)c1)c1ccccc1	31*	11%	34%[activator]	.	20*	63%[activator]

Sorted by heavy-atom count (falling): part of the list above
entry	compound	Shiga inhibitor	HCV inhibitor	Pf growth 48h	FBPA Giardia inh	CHX counter	Pf growth 96h
79	NC(=O)[C@@H]1CCCNc2c(I)cc([N+](=O)[O-])cc2C(=O)N[C@@H](CO)C(=O)N[C@@H](Cc2ccc(O)cc2)C(=O)N1	-21	15%	15%	-3%	-4	-2%
80	O=S(=O)(c1ccc(F)cc1)N1CCN(Cc2ccccc2C(F)(F)F)CC1	19	13%	-6%	7%	-2	.
61	S=c1[nH]c2ncccc2o1	14	6%	-7%	?	2	2.1µM*

Screens: PubChem, National Center for Advancing Translational Sciences (NCATS)
